Screens (PubChem)
CHO-K1 Ca antag: counter-screen for M1 antagonists: effect in parental CHO-K1 cells | 0.6% of 360,000 active | ATP-induced calcium, Fluo-8 fluorescence | inhibition, % at 3 µM | AID 602250;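 active means inhibition above a per-plate cutoff, the plate's mean sample inhibition plus 3 SD, cut at about 24% in these data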;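 further: 0% = DMSO plus EC80 ATP and 100% = DMSO alone without ATP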
M1 ag: agonists of human M1 muscarinic receptor. P11229. CHO-K1 hM1, Fluo-8 calcium fluorescence, agonist mode; 0% DMSO, 100% acetylcholine EC100. activation, % at 3 µM. 0.33% of 360,000 active;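 active means activation above the run's mean compound activation plus 3 SD, cut at about 16% in these data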;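 further: peak over basal fluorescence ratio within a 140 s kinetic read after compound addition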
Target sequence (P11229 whole entry, looked up): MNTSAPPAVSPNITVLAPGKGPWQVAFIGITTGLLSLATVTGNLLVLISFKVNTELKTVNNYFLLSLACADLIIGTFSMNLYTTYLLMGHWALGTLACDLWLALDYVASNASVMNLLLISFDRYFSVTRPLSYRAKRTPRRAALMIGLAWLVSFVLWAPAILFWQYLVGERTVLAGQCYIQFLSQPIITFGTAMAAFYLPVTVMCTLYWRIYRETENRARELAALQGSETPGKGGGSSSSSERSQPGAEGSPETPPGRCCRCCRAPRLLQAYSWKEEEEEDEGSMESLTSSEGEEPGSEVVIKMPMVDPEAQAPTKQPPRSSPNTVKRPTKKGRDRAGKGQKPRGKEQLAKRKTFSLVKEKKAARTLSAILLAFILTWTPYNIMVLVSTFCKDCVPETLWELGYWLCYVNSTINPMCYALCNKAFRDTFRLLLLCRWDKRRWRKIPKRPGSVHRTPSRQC
CHRM1 antagonist: blocks human M1 muscarinic receptor. P11229. CHO-K1 hM1, Fluo-8 calcium fluorescence, ACh EC80 antagonist. inhibition, % at 3 µM. 1.3% of 360,000 active;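 active means percent inhibition above its own plate's cutoff, namely the mean of that plate's compound wells plus 3 SD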;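 further: peak over basal fluorescence ratio during 140 s after agonist addition; 0% = ACh EC80 plus DMSO and 100% = DMSO alone without agonist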
CHO-K1 Ca PAM: counter-screen for M1 PAMs: effect in parental CHO-K1 cells; ATP EC20, Fluo-8 calcium fluorescence; 0% at ATP EC20, 100% at ATP max; activation, % at 3 µM; 0.02% of 360,000 active; AID 602247;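 active means activation above the run cutoff, the mean activation of all test compounds plus 3 SD, cut at about 40% in these data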;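 further: peak over basal fluorescence ratio in a 140 s read after ATP addition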
TAAR1 ag: agonists of human TAAR1; CHO RD-HGA16 TAAR1, Fluo-8 calcium fluorescence; vehicle wells 0%, saturating PEA agonist 100%; AID 624467; activation, % at 3 µM; 0.99% of 360,000 active;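 active means activation above the mean activation of all test compounds in the run plus 3 SD, cut at about 38% in these data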
Target sequence (Q96RJ0 whole entry, looked up): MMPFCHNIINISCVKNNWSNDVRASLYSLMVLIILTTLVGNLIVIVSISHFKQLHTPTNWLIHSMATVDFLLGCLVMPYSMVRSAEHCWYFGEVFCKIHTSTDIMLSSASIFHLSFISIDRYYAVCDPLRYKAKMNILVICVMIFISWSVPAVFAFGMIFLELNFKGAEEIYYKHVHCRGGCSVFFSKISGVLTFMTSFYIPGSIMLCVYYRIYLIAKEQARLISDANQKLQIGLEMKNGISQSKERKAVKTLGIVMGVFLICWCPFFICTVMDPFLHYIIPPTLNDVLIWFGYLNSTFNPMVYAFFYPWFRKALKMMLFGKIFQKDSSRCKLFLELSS
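Benchmarks: low control DMSO, high control PEA (EC100); System: CHO RD-HGA16 cells carrying human TAAR1 plus Gα16; Detection: Fluo-8 fluorescence, 5 s baseline then 140 s kinetic read; Schedule: 17-24 h plating, Fluo-8 75 min 37 °C, 30 min RT; Read-out basis: % activation from peak over basal fluorescence ratio, DMSO-to-PEA scaled.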
M1 PAM: positive allosteric modulators of human M1 muscarinic receptor | P11229 | CHO-K1 hM1, Fluo-8 calcium fluorescence, ACh EC20; 0% = ACh EC20, 100% = maximal ACh | activation, % at 3 µM | 0.088% of 360,000 active; in the data active means activation above about 19%, passing the limit was not always enough
M1 ag parental: counter-screen for M1 agonists: effect in parental CHO-K1 cells | Fluo-8 calcium fluorescence; scaled to maximal ATP response, vehicle zero | activation, % at 3 µM | 0.48% of 360,000 active | AID 602248; in the data active means activation above about 15%;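 further: untransfected CHO-K1 host cells lacking M1 receptor as counterscreen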
TAAR1 antagonist: human TAAR1 antagonism | CHO RD-HGA16 TAAR1, Fluo-8 calcium fluorescence, antagonist | Q96RJ0 | 1.5% of 360,000 active | inhibition, % at 3 µM | AID 624466;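 active means inhibition above a per-plate cutoff, the mean inhibition of test compounds on that plate plus 3 SD, cut at about 49% in these data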;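 further: 0% = DMSO plus EC80 beta-PEA response and 100% = DMSO alone without agonist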
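Test system: CHO RD-HGA16 cells bearing hTAAR1 | Reagent: β-PEA, EC80 | Compound dosing: 3 µM, single point | Schedule: Dye loading 75 min at 37 °C, then 30 min room temperature | Signal: Calcium fluorescence with Fluo-8 | Evaluation: Percent inhibition of PEA-evoked calcium signal, max/basal emission ratio | Control set: DMSO-only wells and EC80 β-PEA-stimulated wells | Repeats: Singlicate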
CHO parental Ca: counter-screen: ATP calcium response change in parental CHO cells. parental CHO-K1, ATP-induced calcium, Fluo-8 fluorescence. inhibition, % at 5.6 µM. 0.63% of 330,000 active. AID 463079;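 active means inhibition above that plate's mean sample inhibition plus 3 SD, cut at about 26% in these data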;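 further: 0% = ATP-challenged DMSO wells and 100% = DMSO wells without ATP; some compounds past the cut are filed as inactive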
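Assay system – parental CHO cells · Reagent – ATP stimulus · Detection – intracellular calcium via Fluo-8 no-wash fluorescent dye · Evaluation – percent inhibition of ATP-evoked calcium rise, normalized to controls · Controls – ATP wells versus no-ATP DMSO wells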
* marks the source's active call; other numbers are inactive results.

How did O=C(C1=C[C@@H](C2CC2)C[C@@H](OCc2ccc(CO)cc2)O1)N1CCN(Cc2ccc3c(c2)OCO3)CC1 do in these assays?
CHO-K1 Ca antag: -12.5; M1 ag: -4.5; CHRM1 antagonist: -10.0; CHO-K1 Ca PAM: 24.6; TAAR1 ag: 16.6; M1 PAM: 2.2; M1 ag parental: 1.3; TAAR1 antagonist: 29.3; CHO parental Ca: -19.5

Results for CC(=O)Nc1ccc(S(=O)(=O)NCC(=O)OCc2cc(=O)oc3ccc4ccccc4c23)cc1 ?
CHO-K1 Ca antag: 6.5; M1 ag: -9.0; CHRM1 antagonist: 12.6; CHO-K1 Ca PAM: -6.2; TAAR1 ag: 1.7; M1 PAM: -7.8; M1 ag parental: 1.6; TAAR1 antagonist: 8.1; CHO parental Ca: -16.1

How did COCCOCCn1c(CCCO)nc2ccccc21 do in these assays?
CHO-K1 Ca antag: 2.9; M1 ag: -5.1; CHRM1 antagonist: -14.6; CHO-K1 Ca PAM: -1.1; TAAR1 ag: 4.4; M1 PAM: 6.3; M1 ag parental: 0.1; TAAR1 antagonist: 6.7; CHO parental Ca: -11.2

Results for N#Cc1ccccc1Sc1ccccc1C(=O)Nc1ccc2ccccc2c1 ?
CHO-K1 Ca antag: -6.3; M1 ag: -7.0; CHRM1 antagonist: 3.3; CHO-K1 Ca PAM: 3.7; TAAR1 ag: 1.3; M1 PAM: -11.3; M1 ag parental: 0.6; TAAR1 antagonist: 29.9; CHO parental Ca: 2.4

How did CC(=O)c1cccc(NC(=O)Cn2nc(-c3ccc(Cl)cc3)ccc2=O)c1 do in these assays?
CHO-K1 Ca antag: -10.0; M1 ag: -1.5; CHRM1 antagonist: -2.1; CHO-K1 Ca PAM: 0.7; TAAR1 ag: 2.6; M1 PAM: 5.0; M1 ag parental: 0.6; TAAR1 antagonist: 5.2; CHO parental Ca: -17.8

What do the screens show for `CCN1CNC(=S)N(c2ccccc2C)C1`?
CHO-K1 Ca antag: -10.1; M1 ag: -1.5; CHRM1 antagonist: -9.9; CHO-K1 Ca PAM: 3.9; TAAR1 ag: 0.8; M1 PAM: 10.5; M1 ag parental: 1.4; TAAR1 antagonist: -11.0; CHO parental Ca: 11.5

How did O=C(CSc1nnc(-c2cccc(S(=O)(=O)N3CCOCC3)c2)n1C1CCCCCC1)NCc1ccccc1 do in these assays?
CHO-K1 Ca antag: -33.8; M1 ag: -10.3; CHRM1 antagonist: 8.1; CHO-K1 Ca PAM: 13.7; TAAR1 ag: 15.1; M1 PAM: -5.3; M1 ag parental: 0.1; TAAR1 antagonist: 4.1; CHO parental Ca: 0.4

What do the screens show for `CC(=O)Nc1ccc2nc(NC(=O)CS(=O)(=O)c3ccc(F)cc3)sc2c1`?
CHO-K1 Ca antag: -6.8; M1 ag: -0.8; CHRM1 antagonist: -9.8; CHO-K1 Ca PAM: 14.1; TAAR1 ag: 7.2; M1 PAM: 1.5; M1 ag parental: 0.6; TAAR1 antagonist: -18.5

Results for CCC1(C)Cc2c(sc3nc(SC)n(Cc4ccccc4)c(=O)c23)CO1 (stereo unspecified) ?
CHO-K1 Ca antag: -11.4; M1 ag: -3.1; CHRM1 antagonist: -0.1; CHO-K1 Ca PAM: 20.8; TAAR1 ag: 5.7; M1 PAM: 4.6; M1 ag parental: 5.3; TAAR1 antagonist: 5.1; CHO parental Ca: -18.0

Results for COc1ccccc1S(=O)(=O)Cc1ccc(C(=O)NCc2ccco2)o1 ?
CHO-K1 Ca antag: -4.7; M1 ag: -0.6; CHRM1 antagonist: -12.3; CHO-K1 Ca PAM: -1.1; TAAR1 ag: 3.6; M1 PAM: 8.7; M1 ag parental: 0.9; TAAR1 antagonist: -3.9; CHO parental Ca: -11.2

Among those listed so far, two have a halogen:
How did CC(=O)c1cccc(NC(=O)Cn2nc(-c3ccc(Cl)cc3)ccc2=O)c1 do in these assays?
CHO-K1 Ca antag: -10.0; M1 ag: -1.5; CHRM1 antagonist: -2.1; CHO-K1 Ca PAM: 0.7; TAAR1 ag: 2.6; M1 PAM: 5.0; M1 ag parental: 0.6; TAAR1 antagonist: 5.2; CHO parental Ca: -17.8

What do the screens show for `CC(=O)Nc1ccc2nc(NC(=O)CS(=O)(=O)c3ccc(F)cc3)sc2c1`?
CHO-K1 Ca antag: -6.8; M1 ag: -0.8; CHRM1 antagonist: -9.8; CHO-K1 Ca PAM: 14.1; TAAR1 ag: 7.2; M1 PAM: 1.5; M1 ag parental: 0.6; TAAR1 antagonist: -18.5

Continued.
What do the screens show for `CCOC(=O)c1cc2occc2n1CC(=O)N1CCCc2ccccc21`?
CHO-K1 Ca antag: -7.6; M1 ag: -8.9; CHRM1 antagonist: 4.0; CHO-K1 Ca PAM: 16.1; TAAR1 ag: 9.3; M1 PAM: 1.5; M1 ag parental: -0.3; TAAR1 antagonist: 1.8; CHO parental Ca: 1.3

How did C[C@H](CO)N1C[C@H](C)[C@@H](CN(C)S(=O)(=O)c2cccs2)Oc2c(NC(=O)NC3CCCCC3)cccc2C1=O do in these assays?
CHO-K1 Ca antag: -17.5; M1 ag: -7.9; CHRM1 antagonist: -8.8; CHO-K1 Ca PAM: 10.9; TAAR1 ag: 9.7; M1 PAM: 10.7; M1 ag parental: 1.5; TAAR1 antagonist: -1.4; CHO parental Ca: -19.0

What do the screens show for `O=C(O)C1CC(Br)C(Br)CC1C(=O)O` (stereo unspecified)?
CHO-K1 Ca antag: -10.3; M1 ag: -2.8; CHRM1 antagonist: -7.8; CHO-K1 Ca PAM: 8.9; TAAR1 ag: 2.8; M1 PAM: 3.9; M1 ag parental: 0.3; TAAR1 antagonist: -26.6

How did COc1ccccc1NC(=O)CCN1CCN(Cc2ccccc2)CC1 do in these assays?
CHO-K1 Ca antag: -16.8; M1 ag: -9.7; CHRM1 antagonist: -10.8; CHO-K1 Ca PAM: 7.3; TAAR1 ag: 3.8; M1 PAM: 10.4; M1 ag parental: 1.0; TAAR1 antagonist: -0.7; CHO parental Ca: -9.0

How did Nc1nc2c(c(=O)[nH]1)C(c1cccc3ccccc13)C1=C(N2)c2ccccc2C1=O (stereo unspecified) do in these assays?
CHO-K1 Ca antag: -3.9; M1 ag: -6.1; CHRM1 antagonist: -7.5; CHO-K1 Ca PAM: 9.8; TAAR1 ag: 1.6; M1 PAM: 9.5; M1 ag parental: 0.1; TAAR1 antagonist: 16.1

How did CCOC(=O)CC(NC(=O)Cn1nnc(-c2ccccc2Cl)n1)c1ccc(OC)cc1 (stereo unspecified) do in these assays?
CHO-K1 Ca antag: -10.3; M1 ag: 9.6; CHRM1 antagonist: -2.0; CHO-K1 Ca PAM: 23.8; TAAR1 ag: 45.8*; M1 PAM: 10.0; M1 ag parental: 8.2; TAAR1 antagonist: -2.8; CHO parental Ca: -18.5

What do the screens show for `COc1ccc(/C=C(\C#N)C(=O)OCC(=O)NCc2ccco2)cc1`?
CHO-K1 Ca antag: 0.7; M1 ag: -0.1; CHRM1 antagonist: -6.1; CHO-K1 Ca PAM: 11.7; TAAR1 ag: 0.0; M1 PAM: 10.1; M1 ag parental: 0.7; TAAR1 antagonist: -18.5; CHO parental Ca: -2.8

How did COc1cccc(NC(=O)CN(C)C(=O)c2cc(-c3ccco3)nc3ccccc23)c1 do in these assays?
CHO-K1 Ca antag: 7.9; M1 ag: 0.2; CHRM1 antagonist: 12.8; CHO-K1 Ca PAM: -23.7; TAAR1 ag: 13.3; M1 PAM: -7.2; M1 ag parental: 4.7; TAAR1 antagonist: 48.4; CHO parental Ca: -16.1

Results for CCOC(=O)Cn1nc(C)cc1NC(=O)c1ccncc1 ?
CHO-K1 Ca antag: -5.8; M1 ag: -3.8; CHRM1 antagonist: 4.5; CHO-K1 Ca PAM: 4.7; TAAR1 ag: 2.4; M1 PAM: 5.2; M1 ag parental: 0.3; TAAR1 antagonist: -4.4; CHO parental Ca: -1.8

What do the screens show for `Cn1ncc(Cl)c1C(=O)Nc1nc2ccc(Cl)cc2s1`?
CHO-K1 Ca antag: 12.0; M1 ag: -4.1; CHRM1 antagonist: -5.4; CHO-K1 Ca PAM: -10.3; TAAR1 ag: 3.1; M1 PAM: 6.8; M1 ag parental: -0.1; TAAR1 antagonist: 6.4; CHO parental Ca: -20.4

Results for CCCCN(C)c1c(C)nc2ccc(C(=O)NCc3ccc(OC)cc3)cn12 ?
CHO-K1 Ca antag: -3.4; M1 ag: -5.4; CHRM1 antagonist: -13.0; CHO-K1 Ca PAM: 3.8; TAAR1 ag: 3.6; M1 PAM: 3.5; M1 ag parental: 3.4; TAAR1 antagonist: -5.0

How did CCN(CC)C(=O)C1CCCN(Cc2nc(-c3cnccn3)no2)C1 (stereo unspecified) do in these assays?
CHO-K1 Ca antag: -10.1; M1 ag: -4.6; CHRM1 antagonist: 2.6; CHO-K1 Ca PAM: -4.7; TAAR1 ag: -0.4; M1 PAM: -0.2; M1 ag parental: 1.7; TAAR1 antagonist: 3.4; CHO parental Ca: 15.9

What do the screens show for `Cc1cc2nc(-c3ccc(SCc4ccc(C(=O)O)cc4)nc3)[nH]c2cc1C`?
CHO-K1 Ca antag: -1.9; M1 ag: -6.5; CHRM1 antagonist: -3.1; CHO-K1 Ca PAM: 12.2; TAAR1 ag: 4.2; M1 PAM: 5.9; M1 ag parental: 0.3; TAAR1 antagonist: 9.7; CHO parental Ca: -9.8

What do the screens show for `CS(=O)(=O)N1CCc2cc(S(=O)(=O)Nc3ccc4oc5c(c4c3)CCCC5)ccc21`?
CHO-K1 Ca antag: 9.2; M1 ag: 3.9; CHRM1 antagonist: 24.9; CHO-K1 Ca PAM: -7.7; TAAR1 ag: 19.0; M1 PAM: -11.4; M1 ag parental: 3.2; TAAR1 antagonist: 21.0; CHO parental Ca: 6.7

How did Cc1ccc2nc(Cl)c(/C=N/Nc3ccc(C(=O)O)cc3)cc2c1 do in these assays?
CHO-K1 Ca antag: -11.6; M1 ag: -0.6; CHRM1 antagonist: -19.6; CHO-K1 Ca PAM: 5.1; TAAR1 ag: -0.1; M1 PAM: 3.8; M1 ag parental: 0.5; TAAR1 antagonist: -21.6; CHO parental Ca: -2.3

How did O=C(Nc1ccc2c(c1)OCCO2)C(C1CC1)N1CCN(c2ccc(F)cc2)CC1 (stereo unspecified) do in these assays?
CHO-K1 Ca antag: -28.5; M1 ag: 7.9; CHRM1 antagonist: -33.1; CHO-K1 Ca PAM: 24.3; TAAR1 ag: 3.7; M1 PAM: 1.9; M1 ag parental: 5.5; TAAR1 antagonist: -22.6

Results for COc1ccc(CNC(=O)C(c2ccncc2)N(C(=O)Cc2cccs2)c2cccnc2)cc1 (stereo unspecified) ?
CHO-K1 Ca antag: -14.0; M1 ag: -3.2; CHRM1 antagonist: -14.8; CHO-K1 Ca PAM: 13.9; TAAR1 ag: 1.9; M1 PAM: 10.7; M1 ag parental: 1.1; TAAR1 antagonist: -9.2; CHO parental Ca: -23.0
